Screening results as filed in PubChem.
E coli Lon inh: inhibitors of E. coli Lon protease; 0.42% of 360,000 active; P0A9M0; inhibition, % at 7.94 µM; purified E. coli Lon protease, fluorescence polarization; in the data active = inhibition above about 13%, passing the limit was not always enough;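 also: 0% = enzyme with probe and DMSO and 100% = no enzyme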
Rin1 Abl inh: human Rin1-Abl interaction inhibition; AID 588664; inhibition, % at 7.35 µM; 0.4% of 360,000 active; P00519+Q13671; TR-FRET Rin1/Abl binding, biochemical; in the data active = inhibition above about 5%, passing the limit was not always enough
SKN-1 block: blocks SKN-1 activity in C. elegans; 0.49% of 360,000 active; C. elegans VP596 Pgst-4::GFP/RFP ratio, acrylamide-induced, 24 h; inhibition, % at 21.8 µM; AID 624304;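 active = interference check ratio from 0.5 to 1.5 plus GFP to RFP signal ratio inhibition reaching or exceeding a fixed threshold, cut at about 30% in these data, passing the limit was not always enough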; also: some compounds called inactive have numbers as strong as hits
bovine MsrA act: activates bovine MsrA enzyme; activation, % at 10.6 µM; purified bovine MsrA, absorbance read-out; 0.3% of 360,000 active; in the data active = activation above about 7.5%;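 also: 0% = vehicle and 100% = reference activator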
MT1-MMP act inh: MT1-MMP (human) activation inhibition; P50281; HT1080 RFP-PRO-GFP cells, GFP/RFP ratio fluorescence, overnight; percent of plate control window, DMSO zero; GFP/RFP ratio change, % at 20 µM; 0.061% of 360,000 active; AID 651647;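 active = GFP/RFP ratio change of at least 30% with cell ATP level not reduced by more than half and red fluorescence within 50% of control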; also: strong numbers were not always called active
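Assay system: HT1080 cells carrying an RFP-PRO-GFP reporter | Dosing: Single dose of 20 µM compound, 1% DMSO final | Incubation: Cells overnight before dosing, compound overnight, 37 °C, 5% CO2 | Evaluation: GFP/RFP fluorescence ratio | Control set: DMSO and RFP-L50D-GFP cell wells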
Neddylation inh: inhibitors of human cullin neddylation; P61081+Q13564; TR-FRET cullin neddylation, biochemical; calls only at 25 µM; 0.58% of 360,000 active; AID 651699; in the data active = inhibition above about 36%
FAS-TE inh: inhibitors of human fatty acid synthase thioesterase domain. P49327. recombinant FAS-TE, OMFH fluorogenic substrate, fluorescence endpoint. inhibition, % at 15 µM. 0.67% of 360,000 active. AID 602261;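 active = compounds whose normalised, plate-corrected inhibition of enzyme fluorescence in the single-dose primary screen is 50% or more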;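 also: 0% = DMSO with enzyme and 100% = substrate without enzyme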
PABP1 MLLE inh: inhibitors of microRNA-mediated deadenylation, human PABP1 MLLE binding; GST-MLLE / FITC-PAM2 fluorescence polarization; P11940; inhibition, % at 20 µM; 0.36% of 360,000 active; in the data active = inhibition above about 35%, passing the limit was not always enough;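 also: plate controls were DMSO wells with GST-MLLE for no effect and wells lacking GST-MLLE protein for full effect; some results filed as inactive read as strong as hits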
Target sequence (P11940 whole entry, looked up): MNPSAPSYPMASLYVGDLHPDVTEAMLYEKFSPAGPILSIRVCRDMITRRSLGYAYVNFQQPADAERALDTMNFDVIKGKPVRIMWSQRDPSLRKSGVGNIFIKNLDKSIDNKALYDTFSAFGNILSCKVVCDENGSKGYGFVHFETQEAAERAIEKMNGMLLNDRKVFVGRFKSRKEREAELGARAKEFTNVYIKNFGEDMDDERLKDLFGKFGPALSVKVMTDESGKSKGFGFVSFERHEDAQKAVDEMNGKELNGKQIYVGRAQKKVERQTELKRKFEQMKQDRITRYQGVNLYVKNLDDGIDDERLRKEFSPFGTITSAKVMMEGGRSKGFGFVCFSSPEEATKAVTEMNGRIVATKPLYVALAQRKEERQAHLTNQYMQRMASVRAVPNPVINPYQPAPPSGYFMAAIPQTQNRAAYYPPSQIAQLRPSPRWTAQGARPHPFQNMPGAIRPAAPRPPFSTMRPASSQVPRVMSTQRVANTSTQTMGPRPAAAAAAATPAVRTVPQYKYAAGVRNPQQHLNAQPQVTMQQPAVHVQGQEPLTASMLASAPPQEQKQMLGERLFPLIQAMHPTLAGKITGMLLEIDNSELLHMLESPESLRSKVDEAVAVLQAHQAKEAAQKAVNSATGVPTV
NRP1-CendR mod: modulators of CendR peptide binding to human neuropilin-1 | AID 602438 | O14786 | 0.85% of 360,000 active | inhibition, % at 25 µM | FAM-RPARPAR peptide binding to NRP-1, fluorescence polarization;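 active = inhibition or corrected inhibition above about 18%, plus a signal ratio from 0.5 to 1.5, limit read from the data, passing the limit was not always enough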; also: strong numbers were not always called active
Active calls of the source: *; i = inactive; x = no result given.

SMILES | E coli Lon inh | Rin1 Abl inh | SKN-1 block | bovine MsrA act | MT1-MMP act inh | Neddylation inh | FAS-TE inh | PABP1 MLLE inh | NRP1-CendR mod
CCN(CC(=O)NCc1ccc(F)cc1)C(=O)c1cccnc1SC | 1.7 | -0.8 | -4.1 | -12.7 | 6.5 | i | -6.3 | -6.2 | 7.4
CC(=O)N(c1ccccc1)c1nc2ccccc2s1 | -0.9 | 0.9 | 21.2 | 6.2 | 2.3 | i | 1.8 | -2.2 | 19.2
COc1ccc(C2C3=C(CC(c4ccco4)CC3=O)Nc3ccccc3N2C(C)=O)cc1 (configuration not stated) | -4.1 | 1.4 | 21.1 | -4.1 | -3.5 | x | -10.1 | -1.5 | -1.2
CCOCCCNC(=O)COC(=O)/C=C/c1ccc(S(=O)(=O)N2CCc3ccccc32)cc1 | -8.0 | -0.9 | 4.4 | -1.4 | -0.8 | i | 0.4 | -1.0 | -9.5
Cc1cc(C)c(C#N)c(SCc2[nH]nc3c2C(c2ccccc2)C(C#N)=C(N)O3)n1 (configuration not stated) | 2.2 | -0.1 | 12.9 | -1.0 | 5.0 | i | 21.8 | 5.7 | -7.3
CC(C)C(NC(=O)CNC(=O)OC(C)(C)C)C(=O)NCc1ccc(Cl)cc1 (configuration not stated) | -9.4 | 1.0 | -15.3 | -6.0 | -2.6 | i | 0.9 | -19.2 | -2.9
Nc1cc(=O)[nH]c(SCC(=O)Nc2ccccc2Sc2ccccc2)n1 | 10.6 | -1.0 | 3.0 | -9.3 | 0.6 | i | -6.4 | 8.5 | -9.9
CCOC(=O)CSC1=NN2CCS(=O)(=O)N=C2S1 | -6.3 | 3.5 | -10.0 | -11.6 | -2.3 | i | -6.2 | -31.9 | 4.0
CCc1cccc(N=c2c([N+](=O)[O-])nn(-c3ccc4c(c3)OCCO4)n2O)c1 | 4.3 | -0.9 | 4.4 | -5.5 | -18.4 | i | 28.5 | 2.3 | 9.2
COc1ccccc1NC1=NC2(CCCC2)N=C(N)N1 | -8.2 | -1.6 | 11.1 | -3.6 | 2.8 | i | -4.3 | 3.5 | 1.4
CCOc1ccc(Cl)cc1CNCCNCC(C)O (configuration not stated) | -4.8 | 2.0 | 12.5 | -1.2 | 9.1 | i | -9.3 | -17.0 | 1.6
Cc1ccc(Cl)cc1NC(=O)CCNC(=O)N1CC(=O)Nc2ccccc21 | 6.3 | -1.3 | 1.7 | -2.6 | 2.6 | i | -7.0 | 3.8 | 19.5
CCN(CC(=O)NCc1cccs1)S(=O)(=O)c1ccccc1Cl | 3.6 | 1.8 | 5.7 | -0.7 | -2.0 | i | -6.4 | 4.3 | 6.5
CC(C(=O)N1CCCC1)N1CCN(S(=O)(=O)c2ccccc2)CC1 (configuration not stated) | -3.2 | -0.2 | 8.2 | -1.5 | -1.1 | i | -7.9 | 1.2 | -1.5
COc1ccc(-c2cc(N)n(S(=O)(=O)c3ccc(F)cc3)n2)cc1OC | -1.7 | 1.1 | 12.7 | -2.4 | 0.2 | i | 4.5 | 22.9 | -8.7
Cn1c(=O)n(C)c2cc(NS(C)(=O)=O)ccc21 | 0.1 | 1.7 | -17.1 | -8.8 | 7.2 | i | -8.5 | 3.7 | -0.6
O=C(CSc1nc2ccccc2o1)N/N=C/c1ccc(C(=O)O)cc1 | -3.6 | -7.5 | -7.4 | -1.9 | -3.5 | i | -5.4 | 1.9 | 0.7
O=C(c1ccoc1)N1CCC2(CC1)Oc1ccc(Cl)cc1C(=O)C21CC(c2ccccc2)=NO1 (configuration not stated) | -5.3 | 3.4 | 12.5 | -0.8 | -3.2 | i | 32.1 | -19.4 | 2.2
CC(C)(C)c1ccc(/C=C/C(=O)N2CCN(c3ncccn3)CC2)cc1 | 0.4 | -2.2 | -3.7 | -2.4 | 2.1 | i | -2.5 | 3.1 | -10.1
CCN(CC)C(=O)C[n+]1ccc(C(N)=O)cc1 | 2.5 | 7.6 | 8.5 | -2.6 | 1.0 | i | -8.4 | -16.6 | 12.4
O=C(COC(=O)c1ccc[n+]([O-])c1)Nc1ccc([N+](=O)[O-])cc1C(F)(F)F | 1.3 | -1.6 | 7.1 | -0.4 | -2.6 | i | -1.3 | 8.0 | 0.2
O=C(COc1ccccc1)N1CCN(C(=O)c2ccco2)CC1 | -3.3 | 0.7 | -1.3 | 0.1 | 1.8 | i | -5.0 | 9.3 | -13.7
COc1ccc(C(=O)C(=O)N2CCN(c3ccc(C)cc3)CC2)cc1OC | x | x | 2.9 | x | -2.2 | i | x | x | -3.0
C/C=C(\C)C(=O)Nc1cccc(C2=NOC3(C2)C[C@H](C(N)=O)N(C(=O)CC#N)C3)c1 (some centres not stated) | -0.1 | -1.3 | -0.7 | -9.6 | 2.9 | i | -15.1 | -1.8 | -0.4
CCOC(=O)NC(c1ccccc1)C1CCCCC1=O (configuration not stated) | 9.7 | -1.4 | -12.4 | -8.8 | -0.1 | i | -17.3 | 4.3 | -10.7
Remaining list, next part.
SMILES | E coli Lon inh | Rin1 Abl inh | SKN-1 block | bovine MsrA act | MT1-MMP act inh | Neddylation inh | FAS-TE inh | PABP1 MLLE inh | NRP1-CendR mod
Cc1cccc(NC(=O)N2CCCC2C(=O)NCc2cccs2)c1 (configuration not stated) | -5.6 | 3.3 | 12.0 | 4.5 | 2.3 | i | -7.9 | -4.5 | 11.0
COc1ccc(N=C2S/C(=C\c3ccc(OCC(=O)O)cc3)C(=O)N2CCc2c[nH]c3ccccc23)cc1 | 0.1 | -0.8 | 1.8 | -3.6 | -8.2 | i | 7.9 | -10.8 | -200.4
O=C(NC(=S)NCc1cccnc1)c1ccccc1F | -1.8 | -1.6 | -2.0 | -0.3 | 0.4 | i | -5.1 | -103.9 | -3.0
O=c1ccn(-c2cccc(C(F)(F)F)c2)nc1-c1ccn(-c2cccc(Cl)c2)n1 | -1.7 | -5.5 | 10.4 | 2.6 | -3.4 | i | 20.3 | 6.7 | -1.8
Cc1ccccc1C(=O)N/N=C1/SCC(=O)N1Cc1ccc2c(c1)OCO2 | 1.0 | -2.7 | -8.7 | -6.9 | -1.8 | i | -4.5 | 15.6 | 14.5
COc1ccccc1NC(=O)NCc1ccccc1F | -8.0 | -1.7 | 12.7 | -4.3 | 1.3 | i | 0.6 | 9.0 | -2.9
COc1cc2c(cc1OC)C(COc1ccccc1OC)N(C(=O)C(C)C)CC2 (configuration not stated) | -0.4 | -1.9 | 1.3 | 0.2 | 1.5 | i | 2.7 | 0.2 | -15.1
CCOCC(=O)N1CCN(c2ccc([N+](=O)[O-])cc2)CC1 | -7.4 | -4.8 | -11.5 | -11.4 | 6.9 | i | -1.4 | 10.1 | -0.6
CN(C)CCCn1c(SCC(=O)Nc2sc3c(c2C#N)CCCC3)nnc1-c1ccncc1 | 5.5 | -1.9 | 1.3 | -3.2 | 12.9 | i | 3.7 | -8.1 | 15.6
Cn1c(SCC(=O)Nc2cccc(F)c2)nnc1-c1cccnc1 | -5.7 | 0.1 | -6.9 | -2.9 | -0.7 | i | -5.6 | 0.5 | -3.8
Cc1ccc(-n2ncc3c2CC(C)(C)CC3NC(=O)CCc2cnn(C)c2)cc1 (configuration not stated) | -24.4 | -2.1 | 0.1 | -1.7 | -2.0 | i | -6.6 | -6.4 | 20.6
O=C(CSc1nnc(-c2ccccc2Br)o1)Nc1cccc2ccccc12 | -4.2 | 0.0 | -11.1 | -3.6 | 2.8 | i | 16.9 | -31.9 | 3.5
COc1ccc(C(=O)Nc2ccc(Cc3ccncc3)cc2)cc1Br | -1.7 | 5.0 | 22.4 | -1.6 | 1.5 | i | 30.9 | 3.3 | -6.2
O=C(CSc1nc2ccccc2c(=O)n1CCCN1CCOCC1)Nc1ccccc1OC(F)F | 4.1 | 1.0 | -8.4 | -2.1 | -3.4 | i | -0.6 | -4.1 | 3.9
COc1ccc(NC(=O)CSc2nc(=O)n(CCN(C)C)c3c2CCCC3)cc1 | 0.1 | 3.3 | 21.6 | -0.4 | 3.4 | i | -5.1 | 6.3 | -6.7
N#Cc1cn(CC(=O)NCCc2c[nH]c3ccccc23)c2ccccc12 | -0.3 | 0.3 | 14.7 | -0.3 | 2.1 | i | 17.7 | -17.8 | 7.9
O=Cc1c(-c2ccccc2)cc2oc3ccccc3cc1-2 | -1.7 | 0.8 | 19.9 | -1.5 | -7.2 | i | 14.3 | 1.4 | 2.1
COc1cc2c(C(=O)NCc3ccccn3)cn(CC(C)C)c(=O)c2cc1OC | -4.3 | 2.0 | -6.2 | 0.6 | 2.5 | i | -2.3 | -0.1 | -0.8
Clc1ccccc1-c1nc(N/N=C/c2cccnc2)c2ccccc2n1 | -17.6 | -1.6 | 19.7 | -5.9 | -4.1 | i | 2.7 | -3.6 | -3.4
O=C(O/N=C/C1=C(Cl)c2ccccc2CC1)c1ccc(F)cc1 | -11.6 | -2.0 | 6.1 | -4.6 | -4.4 | i | 10.0 | -2.7 | 14.1
COc1ccccc1NS(=O)(=O)c1cc(C(=O)N2CCCC2)ccc1C | -18.0 | 1.0 | -15.3 | -2.9 | -4.6 | i | -5.0 | -2.4 | -3.3
COC(=O)COc1ccc(S(=O)(=O)NC2CCCCCC2)cc1 | -9.8 | 2.4 | -7.2 | -15.4 | 1.1 | i | -4.9 | 7.1 | -0.3
COc1ccc(C)cc1NC(=O)CCS(=O)(=O)c1cc2c(cc1Cl)NC(=O)CO2 | -9.7 | 0.1 | 16.5 | -0.9 | -2.7 | i | -1.6 | 16.9 | -2.9
Cc1cccnc1NC(=O)CN1C(=O)NC(C)(c2ccc3ccccc3c2)C1=O (configuration not stated) | -3.0 | -3.3 | -4.3 | -2.3 | -5.1 | i | -7.1 | 8.1 | 27.9*
Cc1cc(N2C(=O)NC(=O)CC2C)c(C)cc1C(C)C (configuration not stated) | -3.9 | 2.7 | 8.1 | -2.9 | -1.7 | i | -9.2 | -11.0 | -3.3

Molecules listed so far containing a CF3 group (two):
SMILES | E coli Lon inh | Rin1 Abl inh | SKN-1 block | bovine MsrA act | MT1-MMP act inh | Neddylation inh | FAS-TE inh | PABP1 MLLE inh | NRP1-CendR mod
O=C(COC(=O)c1ccc[n+]([O-])c1)Nc1ccc([N+](=O)[O-])cc1C(F)(F)F | 1.3 | -1.6 | 7.1 | -0.4 | -2.6 | i | -1.3 | 8.0 | 0.2
O=c1ccn(-c2cccc(C(F)(F)F)c2)nc1-c1ccn(-c2cccc(Cl)c2)n1 | -1.7 | -5.5 | 10.4 | 2.6 | -3.4 | i | 20.3 | 6.7 | -1.8

(next part)
SMILES | E coli Lon inh | Rin1 Abl inh | SKN-1 block | bovine MsrA act | MT1-MMP act inh | Neddylation inh | FAS-TE inh | PABP1 MLLE inh | NRP1-CendR mod
NNC(=O)Cn1c(SCc2ccccc2)nc2ccccc21 | -0.7 | -3.6 | -0.2 | -4.7 | 2.3 | i | 0.0 | -45.5 | 3.8
Fc1ccc(CSc2nnc(-c3ccccn3)o2)cc1 | 11.7 | 0.0 | 8.8 | -3.3 | 2.3 | i | -0.7 | -11.6 | -2.6
COc1ccc(CNC(=O)Nc2ccc(OC)cc2)cc1 | -8.8 | 1.2 | -4.7 | -2.0 | 0.3 | i | -6.6 | 3.5 | 2.6
COc1ccc(Cc2nnc(NC(=O)Cn3cnc4c3c(=O)n(C)c(=O)n4C)s2)cc1OC | -4.4 | -0.8 | 3.3 | -5.6 | 2.5 | i | -7.0 | 9.2 | 4.2
O=C(Cc1cccs1)NNC(=S)NCc1ccco1 | 9.4 | 1.0 | -2.8 | -2.7 | 1.0 | i | -4.6 | -42.5 | -11.5
COc1ccc(C2=NS(=O)(=O)N(C)C(C(=O)Nc3ccc(C)cc3)=C2)cc1 | 1.7 | -3.4 | -4.0 | -3.8 | 2.5 | i | 38.2 | -1.2 | 3.7

Individual results from above.
COc1ccc(CNC(=O)Nc2ccc(OC)cc2)cc1 – SKN-1 block: -4.7
Cc1cc(C)c(C#N)c(SCc2[nH]nc3c2C(c2ccccc2)C(C#N)=C(N)O3)n1 (configuration not stated) – NRP1-CendR mod: -7.3
